Bioassay records (PubChem)
Yeast life ext: compounds extending yeast replicative lifespan, primary screen, S. cerevisiae, OD615; AID 775, 2007; inhibition of the nicotinamide effect, % at 10 µM; S. cerevisiae growth with nicotinamide; deaD strain in restrictive glucose medium; 130,000 compounds, 0.68% hits;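 active = inhibition above a set limit, placed 3 SD over the median of all compounds, cut at about 26% in these data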;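 note: 0% = nicotinamide-treated wells and 100% = cells grown without nicotinamide; some compounds called inactive have numbers as strong as hits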
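Material: Modified budding yeast, DeaD strain | Medium: Restrictive glucose medium | Probe or stimulus: 1.5 mM nicotinamide | Dosing: Single dose 10 µM compound, 0.25% DMSO | Times: 48 h at 30 °C | Technique: OD615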
MRP1 act: H69AR viability gain despite doxorubicin, primary screen, MRP-1 activator project, H69AR cells, CellTiter-Glo | viability rescue | viability increase, % at 10 µM | 140,000 compounds, 0.61% hits | AID 799, 2007;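 active = viability gain under doxorubicin at or above a set limit, the compound median plus 3 SD, cut at about 4.7% in these data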;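 note: MRP-1 overexpressing cells given doxorubicin 25 µM after compound pretreatment; 18-22 h compound pretreatment then 72 h with doxorubicin before readout; 0% = doxorubicin-only wells and 100% = vehicle-treated cells without doxorubicin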
Measles CPE: compounds protecting cells from measles virus cytopathic effect, primary screen, measles RdRp inhibitor project, single point, MLSMR library, absorbance; 140,000 compounds, 1.5% hits; Measles virus-infected cells, CPE protection; protection (pct of control), % at 4 µM; in the data active = protection mostly above about 24%, no sharp cut-off; inactive = mostly below about 26%; note: some compounds called inactive have numbers as strong as hits
GALR2 antag: GALR2 antagonists in receptor-expressing cells, primary screen; Galanin receptor type 2 (Homo sapiens), O43603; antagonist mode; inhibition, % at 4 µM; 140,000 compounds, 0.39% hits; AID 828, 2007; in the data active = inhibition above about 27%;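 note: cells stimulated with galanin 1-16 at roughly its EC80; 0% = agonist challenge control and 100% = basal control without agonist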
Target sequence (O43603 whole entry, looked up): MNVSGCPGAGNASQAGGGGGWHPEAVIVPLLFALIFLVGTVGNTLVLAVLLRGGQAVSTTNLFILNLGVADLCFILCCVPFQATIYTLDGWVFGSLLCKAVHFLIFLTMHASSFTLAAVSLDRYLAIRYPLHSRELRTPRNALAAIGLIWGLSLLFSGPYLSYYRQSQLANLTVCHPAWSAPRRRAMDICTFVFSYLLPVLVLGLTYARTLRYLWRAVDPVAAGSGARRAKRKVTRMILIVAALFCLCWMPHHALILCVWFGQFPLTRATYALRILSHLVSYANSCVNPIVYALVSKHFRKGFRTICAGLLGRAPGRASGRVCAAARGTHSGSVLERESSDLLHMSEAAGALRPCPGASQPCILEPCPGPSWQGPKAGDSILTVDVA
BB579 growth dn: growth inhibitors of yeast BB579 in restrictive medium, primary screen, yeast lifespan-shortening project, S. cerevisiae. OD615, 48 h. inhibition, % at 10 µM. 140,000 compounds, 0.51% hits. AID 804, 2007;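 active = inhibition above a set limit, 3 SD over the mean compound inhibition, cut at about 44% in these data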; note: inactives centre near -24
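Test system: S. cerevisiae DeaD strain BB579 yeast; Medium: restrictive CSMM-D medium; Compound: one dose, 10 µM compound with 0.25% DMSO; Incubation: 4 h cell preincubation, 48 h compound exposure, 30 °C humidified; Signal: OD at 615 nm; Benchmarks: amphotericin B at 10 µg/mL as positive control.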
NPY Y2 blocker: NPY-Y2 receptor antagonists, primary screen, cell-based; Neuropeptide Y receptor type 2 (Homo sapiens), P49146; NPY-Y2 expressing cells, antagonist mode; inhibition, % at 2.7 µM; 140,000 compounds, 0.99% hits; AID 793, 2007; in the data active = inhibition above about 17%;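 note: 0% = vehicle with agonist challenge and 100% = reference antagonist with challenge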
Target sequence (P49146 whole entry, looked up): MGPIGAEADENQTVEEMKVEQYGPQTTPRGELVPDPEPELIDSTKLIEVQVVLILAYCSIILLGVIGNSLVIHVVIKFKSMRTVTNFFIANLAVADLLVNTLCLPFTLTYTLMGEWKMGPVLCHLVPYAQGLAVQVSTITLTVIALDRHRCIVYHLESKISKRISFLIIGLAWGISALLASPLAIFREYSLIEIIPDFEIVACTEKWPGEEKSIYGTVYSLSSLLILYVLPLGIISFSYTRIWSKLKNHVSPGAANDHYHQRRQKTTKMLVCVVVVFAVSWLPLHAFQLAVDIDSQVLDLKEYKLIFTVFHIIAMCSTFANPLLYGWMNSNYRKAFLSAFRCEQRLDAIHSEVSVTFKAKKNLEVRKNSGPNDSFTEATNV
HCT116 PTEN-null: growth suppression of PTEN-null HCT116, primary screen, cell-based, CellTiter-Glo | HCT116 PTEN-null viability, 60 h; hits give low values | viability, % at 10 µM | 140,000 compounds, 1.2% hits | AID 827, 2007;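 active = viability at or below a set limit, 4 SD under the median of all tested compounds, cut at about 3.7% in these data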;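 note: PTEN knockout HCT116 line with beta catenin targeted HCT116 as companion control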
E-sel TNF inh: E-selectin induction blockers in HUVEC – imaging, immunofluorescence, high content, primary screen; HUVEC TNFa-induced E-selectin immunofluorescence; inhibition, % at 2 µM; 120,000 compounds, 0.71% hits; AID 1246, 2008;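 active = inhibition above the batch mean plus 3 SD, and confirmed as a hit on visual image review, cut at about 43% in these data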;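 note: 0% = TNF-stimulated DMSO wells and 100% = unstimulated control wells; not every result past the cut was called active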
bCat KO growth: primary screen for growth suppressors in beta-catenin knockout HCT116 cells (colon tumor, human); HCT116 beta-catenin knockout viability, CellTiter-Glo, 60 h; hits give low values; viability, % at 10 µM; 140,000 compounds, 1.5% hits;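 active = viability at or under a set limit, the compound median less 4 SD, cut at about 6% in these data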;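 note: 0% = Hyamine 1622 control at 20 µM and 100% = untreated cell control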
Phagocyt inh: inhibitors of macrophage phagocytosis, primary screen, imaging, J774A.1 cells, IgG beads; J774A.1 macrophage IgG-bead phagocytosis; inhibition, % at 5 µM; 110,000 compounds, 0.07% hits; AID 1029, 2008;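 active = inhibition above the mean of the plate negative controls plus 5 SD, cut at about 13% in these data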;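 note: phagocytic index as fraction of beads internalized from green versus red external bead signal; plate controls were DMSO negative control for no effect and cytochalasin-D positive control for full effect; some results beyond the cut were filed as inactive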
* = called active by the depositor; nt = not tested or not shown.

SMILES	Yeast life ext	MRP1 act	Measles CPE	GALR2 antag	BB579 growth dn	NPY Y2 blocker	HCT116 PTEN-null	E-sel TNF inh	bCat KO growth	Phagocyt inh
Cc1nc2ncnn2c(N2CCN(C(=O)c3cccc(F)c3)CC2)c1C	nt	-2.3	16	-9	-32	5	96	-10	96	nt
Cc1noc(C)c1C(c1ccccc1)c1ccccc1	-4	-0.8	17	11	-32	3	86	-51	85	nt
CCCN1CCN(CCCNC(=O)Cn2nc(-c3ccc(C)cc3)ccc2=O)CC1	-4	-2.9	24	-8	-8	2	83	17	90	nt
Cn1c(=O)c2c(nc(NCCO)n2CCc2ccccc2)n(C)c1=O	nt	-1.2	25	nt	-26	nt	70	nt	56	0
CCOC(=O)c1c(NC(=O)Cn2cnc3scc(-c4ccc(C)cc4)c3c2=O)sc(C)c1C	5	-0.1	11	-10	-21	2	89	-31	89	3
Cc1ccc(C)c(NC(=O)Cn2nc(-c3ccccc3)nc2-c2ccccc2)c1	-11	-1.7	21	-5	-25	2	85	35	84	nt
Cc1oc(-c2ccccc2F)nc1CN1CCC(C(=O)NCc2cccnc2)CC1	-12	-1.6	3	3	-25	-1	85	-9	81	-2
COc1cccc2c1OCC(C(=O)NCc1ccc(Cl)cc1Cl)=C2	-10	0.5	3	-17	-17	10	103	-24	101	0
CCOc1ccc(-c2nn(-c3ccccc3)cc2/C=C2\SC(=S)N(C3CCS(=O)(=O)C3)C2=O)cc1 (configuration not stated)	0	1.2	12	7	-55	0	93	-13	99	nt
Cc1cc(NS(=O)(=O)c2ccccc2)cc(Cl)c1O	-2	-3.2	nt	2	-25	-2	70	nt	82	0
CN1C(=O)/C(=N\OC(=O)c2cccc3ccccc23)c2ccccc21	1	-0.9	17	8	-4	0	89	34	94	nt
O=C(COc1ncnc2ccc(Br)cc12)NCc1ccc2c(c1)OCO2	-8	-2.3	2	-14	-27	7	88	-4	92	0
COc1ccc(-n2c(Cc3cccn3C)nnc2SCC(=O)Nc2ccc3c(c2)OCCO3)cc1	-7	-2.8	44	6	-31	0	95	23	80	2
OCCCc1nc2n(n1)C(c1cccs1)C=C(c1ccc(Br)cc1)N2 (configuration not stated)	-2	-2.0	22	2	-20	-2	32	-5	42	0
O=S(Cc1ccc(Cl)cc1)CC(O)COCc1ccc(Cl)cc1 (configuration not stated)	-8	3.8	5	-8	13	2	91	nt	94	0
CCC(OC(=O)c1cccs1)C(=O)NCc1ccc2c(c1)OCO2 (configuration not stated)	-10	-1.0	9	2	-10	4	93	5	98	0
CC(NC(=O)COC(=O)c1ccc([N+](=O)[O-])s1)c1ccccc1 (configuration not stated)	-2	0.1	20	10	-11	0	100	-12	86	-6
Cc1ccc(CN=Cc2[nH]c3ccc(Br)c(Cl)c3c2O)cc1	-14	0.1	8	10	24	0	78	nt	81	0
O=C(CSC1=Nc2ccccc2C2=NC(c3ccccc3)C(=O)N12)NC1CCCCC1 (configuration not stated)	-10	-1.1	7	0	-100	3	97	10	87	0
O=S(=O)(NCCc1ccccn1)c1cccs1	-6	-1.0	11	4	-21	0	103	-18	89	-2
CC(C)(C)C(=O)Nc1ccc(C(=O)Nc2cccnc2)cc1	-8	0.6	2	2	-26	0	104	5	100	0
FC(F)(F)c1cnc(-n2cc[nH]c2=S)c(Cl)c1	-9	-1.5	8	-1	-23	2	86	-2	85	0
COc1ccc(C)cc1NC(=O)CN1CCN(C/C=C/c2ccccc2)CC1	-14	-1.5	6	10	-17	12	72	-8	73	1
O=C(CSc1ncnc2c1oc1ccccc12)NCc1ccc(F)cc1	-3	-0.3	19	12	29	7	87	-12	74	0
CC(=O)c1sc(NC(=O)c2ccco2)nc1-c1ccccc1	-8	-1.3	17	6	-27	3	90	-7	89	0
Continuation.
SMILES	Yeast life ext	MRP1 act	Measles CPE	GALR2 antag	BB579 growth dn	NPY Y2 blocker	HCT116 PTEN-null	E-sel TNF inh	bCat KO growth	Phagocyt inh
Cc1cc(Cl)c(S(=O)(=O)N2CCN(c3ccc(F)cc3)CC2)cc1OCC(N)=O	-1	-4.2	12	12	-9	0	86	9	89	2
Cc1ccc(CNC(=O)COC(=O)c2cnccn2)cc1	-8	-1.1	4	-1	-34	-1	95	-12	97	0
CC(=O)N1c2ccccc2C(C)(C)C2CCC(C)CC21 (configuration not stated)	nt	0.1	12	-12	-36	2	81	2	82	nt
CC(C)[C@H](NC(=O)OC(C)(C)C)c1nnc(SCC(=O)Nc2ccc(Br)cc2)o1	-17	-1.2	nt	11	-75	9	92	8	98	-1
COc1ccccc1CCn1c(N)c(C#N)c2nc3ccccc3nc21	-7	-0.6	12	-20	-78	2	108	nt	95	1
Cn1cnc(S(=O)(=O)NCc2ccccc2)c1	6	-1.3	4	-9	-36	1	99	8	90	-2
CCOc1cc(N2CCOCC2)c(OCC)cc1NC(=O)COC(=O)c1ccccc1C	1	-3.0	8	-5	0	12	72	10	65	-2
NS(=O)(=O)c1ccc(NN=C2CCCCC2)c([N+](=O)[O-])c1	-3	0.9	2	12	3	-1	104	-13	99	0
Cc1ccc(F)cc1NC(=O)C12CC3CC(C1)CC(n1cnc([N+](=O)[O-])n1)(C3)C2	-24	-2.3	22	0	-2	2	62	-20	66	nt
O=C(Nc1ccccc1)ON=C1CCCC1	-10	-4.7	22	2	-6	-3	91	nt	92	nt
CN(CP(=O)(O)CCc1ccccc1)S(C)(=O)=O	-14	0.4	19	6	9	3	104	14	86	-1
NC(=O)c1ccccc1OCC(=O)NS(=O)(=O)c1ccccc1	-1	0.1	7	6	-13	0	98	-24	97	-1
Cc1nn(-c2ccccc2)c(C)c1/C=N/Nc1nc2ccccc2[nH]1	-2	-4.7	23	4	1	2	21	nt	26	0
CCCCC(C(=O)NCCC(C)C)N(CCCN1CCOCC1)C(=O)c1snc(C(N)=O)c1N (configuration not stated)	-3	-3.2	17	8	-59	0	101	-17	106	-1
O=C(CSc1nnc(-c2ccccc2)c(-c2ccccc2)n1)NCc1ccco1	nt	-3.1	7	-3	-36	1	53	-5	45	nt
Brc1cccc(-c2nnc3sc(CN4CCCCC4)cn23)c1	-1	-1.3	8	4	-79	2	82	9	76	1
O=S(=O)(c1ccccc1)N1CCN(C(=S)Nc2ccc(F)cc2)CC1	-4	3.0	23	10	-15	0	78	nt	76	-13
CCN(CC)S(=O)(=O)c1cc(NC(=O)CSc2nc3c(cc2C#N)C(=O)CC(C)(C)C3)ccc1C	3	-1.4	9	8	-40	3	40	nt	38	-2
COc1ccccc1NC(=O)CC(c1ccc(OC(C)C)cc1)c1ccccc1OC (configuration not stated)	-1	1.0	13	-1	-1	8	70	nt	79	-3
COc1ccc(-c2cn(/N=C/c3ccc(Cl)cc3Cl)c(N)n2)cc1	-17	1.6	20	4	-39	5	52	-71	31	-1
C(=N\n1cncn1)/c1ccc(N2CCOCC2)cc1	1	-0.7	14	5	-31	1	91	3	97	-3
COc1ccc(S(=O)(=O)NCCSc2ccccc2)cc1OC	8	-4.4	6	-14	-30	2	90	0	81	-2
O=C(NC(=S)Nc1nc2ccccc2s1)c1ccco1	2	1.9	10	1	-17	2	94	nt	87	-4
COc1ccc([N+](=O)[O-])cc1NC(=O)CCN1CCN(CCO)CC1	2	0.6	19	3	7	4	94	nt	99	-3
CC(=O)Nc1sc2c(c1C#N)CCCC2	-7	-0.6	13	0	-21	3	96	5	97	-2

Of the compounds above, 7 contain fluorine:
SMILES	Yeast life ext	MRP1 act	Measles CPE	GALR2 antag	BB579 growth dn	NPY Y2 blocker	HCT116 PTEN-null	E-sel TNF inh	bCat KO growth	Phagocyt inh
Cc1nc2ncnn2c(N2CCN(C(=O)c3cccc(F)c3)CC2)c1C	nt	-2.3	16	-9	-32	5	96	-10	96	nt
Cc1oc(-c2ccccc2F)nc1CN1CCC(C(=O)NCc2cccnc2)CC1	-12	-1.6	3	3	-25	-1	85	-9	81	-2
FC(F)(F)c1cnc(-n2cc[nH]c2=S)c(Cl)c1	-9	-1.5	8	-1	-23	2	86	-2	85	0
O=C(CSc1ncnc2c1oc1ccccc12)NCc1ccc(F)cc1	-3	-0.3	19	12	29	7	87	-12	74	0
Cc1cc(Cl)c(S(=O)(=O)N2CCN(c3ccc(F)cc3)CC2)cc1OCC(N)=O	-1	-4.2	12	12	-9	0	86	9	89	2
Cc1ccc(F)cc1NC(=O)C12CC3CC(C1)CC(n1cnc([N+](=O)[O-])n1)(C3)C2	-24	-2.3	22	0	-2	2	62	-20	66	nt
O=S(=O)(c1ccccc1)N1CCN(C(=S)Nc2ccc(F)cc2)CC1	-4	3.0	23	10	-15	0	78	nt	76	-13

3 entries already listed, ordered by formula weight, high to low.
SMILES	Yeast life ext	MRP1 act	Measles CPE	GALR2 antag	BB579 growth dn	NPY Y2 blocker	HCT116 PTEN-null	E-sel TNF inh	bCat KO growth	Phagocyt inh
Cc1ccc(F)cc1NC(=O)C12CC3CC(C1)CC(n1cnc([N+](=O)[O-])n1)(C3)C2	-24	-2.3	22	0	-2	2	62	-20	66	nt
COc1ccc(-c2cn(/N=C/c3ccc(Cl)cc3Cl)c(N)n2)cc1	-17	1.6	20	4	-39	5	52	-71	31	-1
NC(=O)c1ccccc1OCC(=O)NS(=O)(=O)c1ccccc1	-1	0.1	7	6	-13	0	98	-24	97	-1

(more compounds)
SMILES	Yeast life ext	MRP1 act	Measles CPE	GALR2 antag	BB579 growth dn	NPY Y2 blocker	HCT116 PTEN-null	E-sel TNF inh	bCat KO growth	Phagocyt inh
Cc1ccc(-c2nnc(SCC(=O)N/N=C/c3cccs3)n2-c2ccc(C)cc2)cc1	-1	0.0	3	4	-18	3	42	23	47	-7
CCC(Sc1nc(C)cc(=O)[nH]1)C(=O)Nc1nc2c(s1)CCCC2 (configuration not stated)	-19	1.4	4	7	-5	-2	98	24	101	1
COc1cc(/C=N/NC(=O)C(Cc2c[nH]c3ccccc23)NC(=O)OCC(C)C)cc([N+](=O)[O-])c1O (configuration not stated)	2	-1.9	38	6	-21	-2	95	nt	99	-4
CSc1nnc(-c2cccc(C)c2)n1N	-6	-0.9	36	-5	-19	1	95	-14	93	nt
O=C(CSCc1ccccc1)Nc1ccc(F)c(F)c1	-6	4.7*	6	-5	-17	3	91	nt	93	-1
COc1ccc(C2(C(=O)NC3CCCCC3)CCOCC2)cc1OC	2	-0.9	8	6	-48	1	102	-46	94	nt
